# Pol eta inh = qHTS for Inhibitors of Polymerase Eta; recombinant Pol eta, fluorescent DNA replication assay; hit rate 1.2% among 390,000; DNA polymerase eta (Homo sapiens), Q9Y253; Potency, µM (titrated, usually from 114 µM), inactives show top-dose activity change, negative = inhibition, actives largely listed as inhibitors; AID 588591, 2011; further: potency means the concentration at half of the fitted maximal effect; on the % scale 0 is the no-effect control and ±100 the full control effect
#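 Pol eta (10 nM) was preincubated with compounds for 15 min at room temperature, after which fluorescent replication substrate (50 nM final) was added to start the reaction. Fluorescence was read kinetically at 0 and 10 min.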
# APEX1 inh = qHTS Assay for Inhibitors of the Human Apurinic/apyrimidinic Endonuclease 1 (APE1); hit rate 0.35% among 350,000; recombinant APE1, TAMRA/BHQ-2 abasic DNA cleavage fluorescence; DNA repair nuclease/redox regulator APEX1 (Homo sapiens), P27695; AID 2517, 2012; Potency, µM (titrated, usually from 65.8 µM), for inactives: at the top dose activity change, negative = inhibition, actives largely listed as inhibitors;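 further: potency means the concentration at half of the fitted maximal effect; plate controls were vehicle for no effect and reference inhibitor for full effect; nearly all actives have a fitted effect of over 55% in size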
#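 0.75 nM APE1 + cpd, 15 min RT; start w/ 50 nM TAMRA/BHQ-2 THF-abasic dsDNA; kinetic fluor 525/598 nm ×3 reads @60 s; Δ(read3−read1); normalized to DMSO and NSC13755 control wells.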
# Pol iota inh = qHTS for Inhibitors of Polymerase Iota | DNA polymerase iota (Homo sapiens), Q9UNA4 | Pol iota fluorescent replication assay, 10 min | Potency, µM (series often up to 115 µM), without a hit: top-dose activity, negative = inhibition, most hits filed as inhibitors | hit rate 1% among 390,000 | AID 588590, 2011; further: potency means the concentration at half of the fitted maximal effect
#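 Fluorescent replication assay read twice, at 0 min and 10 min after adding 50 nM (final) substrate. Enzyme (10 nM) and compounds were first incubated 15 min at room temperature; enzyme-free buffer wells were negative controls.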
# Pol kappa inh = qHTS for Inhibitors of Polymerase Kappa. purified Pol kappa, fluorescent DNA synthesis assay, 10 min. Potency, µM (doses to about 107 µM), inactives show at the top dose activity, negative = inhibition, usual class: inhibitors. hit rate 0.53% among 400,000; further: potency means the concentration at half of the fitted maximal effect; on the % scale 0 is the no-effect control and ±100 the full control effect
#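 Activity was followed as the change in fluorescence between reads at 0 and 10 min after starting the reaction with 50 nM substrate. Beforehand, 10 nM polymerase had been preincubated with compound for 15 min at room temperature.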
# RXFP1 antag = qHTS Assay for Antagonists of the Relaxin Receptor RXFP1; Relaxin receptor 1 (Homo sapiens), Q9HBX9; hit rate 0.59% among 350,000; activity change, negative = inhibition, % at 57.5 µM; HEK293-RXFP1, relaxin-stimulated cAMP HTRF, 30 min; stronger effect = lower value;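 active means activity change of -60% or lower, but not beyond a set lower limit; inconclusive means change between -60% and -40%, or beyond the set limit; inactive means change above -40%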; further: on the % scale 0 is the no-effect control and ±100 the full control effect
# Anesthetic bind = qHTS Assay for Identification of Novel General Anesthetics. AID 485281, 2010. Potency, µM (titrated, usually from 77.5 µM), for the others: top-dose activity change, negative = displacement, most hits filed as inhibitors. hit rate 0.074% among 350,000. apoferritin/1-aminoanthracene competitive binding, fluorescence. Ferritin light chain (Equus caballus), P02791; further: potency means the concentration at half of the fitted maximal effect; on the % scale 0 is the no-effect control and ±100 the full control effect; nearly all actives have a fitted effect of over 20% in size
#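 Horse-spleen apoferritin (10 uM) was mixed with 50% saturated 1-aminoanthracene in PBS, exposed to compounds for 10 min at room temperature, and read for fluorescence (ex 380 nm, em 535 nm). Competitive displacement was fitted with a four-parameter Hill equation.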
# BLM helicase inh = qHTS Assay for Inhibitors of Bloom's syndrome helicase (BLM) | AID 2528, 2010 | hit rate 0.2% among 350,000 | RecQ-like DNA helicase BLM (Homo sapiens), P54132 | recombinant BLM DNA unwinding, fluorescence dequenching | Potency, µM (titrated, usually from 56.1 µM), for the others: at the top dose activity change, negative = inhibition, hits mostly inhibitors;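 further: potency means the concentration at half of the fitted maximal effect; plate controls were vehicle for no effect and no enzyme for full effect; nearly all actives have a fitted effect of over 35% in size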
# Target sequence (P54132 whole entry, looked up): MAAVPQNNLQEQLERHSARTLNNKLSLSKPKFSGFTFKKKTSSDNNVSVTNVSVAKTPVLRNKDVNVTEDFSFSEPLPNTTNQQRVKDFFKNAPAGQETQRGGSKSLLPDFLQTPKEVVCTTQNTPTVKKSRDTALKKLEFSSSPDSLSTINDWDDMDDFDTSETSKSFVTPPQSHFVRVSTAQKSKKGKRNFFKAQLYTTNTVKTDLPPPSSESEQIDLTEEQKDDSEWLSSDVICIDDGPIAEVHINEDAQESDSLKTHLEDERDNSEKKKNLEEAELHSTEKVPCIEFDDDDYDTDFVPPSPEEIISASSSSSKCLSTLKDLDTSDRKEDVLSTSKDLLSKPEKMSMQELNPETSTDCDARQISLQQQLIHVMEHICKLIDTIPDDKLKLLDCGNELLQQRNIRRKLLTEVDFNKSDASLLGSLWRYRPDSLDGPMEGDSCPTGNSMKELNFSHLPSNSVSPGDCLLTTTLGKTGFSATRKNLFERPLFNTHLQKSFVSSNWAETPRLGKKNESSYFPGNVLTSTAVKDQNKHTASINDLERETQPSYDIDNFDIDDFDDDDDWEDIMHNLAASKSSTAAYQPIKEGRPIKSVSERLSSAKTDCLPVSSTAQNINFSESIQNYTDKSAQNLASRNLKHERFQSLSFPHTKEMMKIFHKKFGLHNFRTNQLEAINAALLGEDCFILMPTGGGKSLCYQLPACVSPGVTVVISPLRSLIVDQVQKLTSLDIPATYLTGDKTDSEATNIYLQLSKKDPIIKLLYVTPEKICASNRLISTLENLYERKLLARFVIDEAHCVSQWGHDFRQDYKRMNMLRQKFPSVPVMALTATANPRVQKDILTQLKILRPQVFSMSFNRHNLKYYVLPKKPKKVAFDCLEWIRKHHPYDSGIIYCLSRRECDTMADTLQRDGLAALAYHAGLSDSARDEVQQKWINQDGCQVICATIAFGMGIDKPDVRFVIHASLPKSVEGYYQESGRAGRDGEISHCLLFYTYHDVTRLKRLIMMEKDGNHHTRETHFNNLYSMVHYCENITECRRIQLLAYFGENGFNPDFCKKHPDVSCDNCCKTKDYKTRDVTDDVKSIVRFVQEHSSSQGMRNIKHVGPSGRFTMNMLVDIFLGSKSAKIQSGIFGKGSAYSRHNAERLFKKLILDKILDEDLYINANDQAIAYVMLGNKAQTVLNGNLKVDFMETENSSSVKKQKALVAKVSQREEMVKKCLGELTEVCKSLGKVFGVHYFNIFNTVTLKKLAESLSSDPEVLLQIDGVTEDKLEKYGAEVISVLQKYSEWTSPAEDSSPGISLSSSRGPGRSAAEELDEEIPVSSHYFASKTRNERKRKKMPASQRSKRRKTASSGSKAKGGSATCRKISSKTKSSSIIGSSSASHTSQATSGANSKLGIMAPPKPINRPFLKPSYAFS
# POLB inh = qHTS Assay for Inhibitors of DNA Polymerase Beta | hit rate 1.3% among 340,000 | AID 485314, 2010 | Pol beta primer extension/strand displacement, fluorescence kinetic | Potency, µM (titrated, usually from 114 µM), for inactives: top-dose activity change, negative = inhibition, actives largely listed as inhibitors; further: potency means the concentration at half of the fitted maximal effect; on the % scale 0 is the no-effect control and ±100 the full control effect
#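 Values derive from four-parameter Hill fits of normalized kinetic data: reads at 0 and 10 min following addition of 50 nM substrate to 10 nM Pol beta preincubated 15 min with compound.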
# Tb PGK inh = qHTS Assay to Find Inhibitors of Phosphoglycerate Kinase | Potency, µM (top dose mostly 57.5 µM), inactives show at the highest dose activity change, negative = inhibition, hits mostly inhibitors | PGK/GAPDH coupled, Kinase-Glo luminescence, 60 min | hit rate 0.043% among 380,000; further: potency means the concentration at half of the fitted maximal effect; on the % scale 0 is the no-effect control and ±100 the full control effect; nearly all actives have a fitted effect of over 60% in size
#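 Recombinant glycosomal PGK reaction used 1,3-bisphosphoglycerate generated in-well by GAPDH (100nM final) in 100mM TEA pH 7.6, 5mM MgCl2, 0.01% Tween-20. After 60 minutes at room temperature, ATP was read by Kinase-Glo Plus luminescence end-point.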
# Numbers without * were called inactive; i = inactive; ? = inconclusive; . = not tested or not shown; & = joins results of further samples; [ ] = dose if it differs, or a comment. Unless noted, the call rests on the fitted dose curve; in most records, active means well fitted curve in the direction sought with a large enough effect; inconclusive means small, poorly fitted or top-dose-only effect, or another doubt; inactive means no such curve, though single readings can be large; an effect the other way counts as inactive or inconclusive.
1: CCC(Cc1ccccc1)NS(=O)(=O)c1c(C)nc2scc(C)n2c1=O (stereo not given)
2: C=CCc1cc(C)ccc1OCC(O)CN1CCN(c2ccccc2)CC1 (stereo not given)
3: CCNC(=S)NS(=O)(=O)c1ccc(CC)cc1
4: OCC1(CCOc2ccccc2)CCN(Cc2ccccc2C(F)(F)F)CC1
5: COc1ccc(Nc2nc(N)nc(CSC(=S)N3CCOCC3)n2)cc1
6: CCc1nc2ccccc2n1CCC(C)C
7: O=C(CSc1nc(-c2ccccc2)c(-c2ccccc2)[nH]1)NCCN1C(=O)CSC1=O
8: CCC(=O)N(NC1=NS(=O)(=O)c2ccccc21)S(=O)(=O)c1ccc(C)cc1
Assay by compound	1	2	3	4	5	6	7	8
Pol eta inh	-9%	-22%	-8%	-10%	-13%	-4%	-15%	-13%
APEX1 inh	72%[activator]	?	2%	20%	0%	4%	-1%	-16%
Pol iota inh	21%	3%	1%	-8%	6%	6%	?	37%[activator]
Pol kappa inh	8%	-10%	-12%	-7%	-3%	-4%	3%	-20%
RXFP1 antag	17	-7	-7	-5	2	6	-20	0
Anesthetic bind	15%	-5%	-6%	?	-14%	-21%	-12%	-2%
BLM helicase inh	-2%	-2%	1%	-12%	-3%	-2%	-5%	-8%
POLB inh	3%	5%	45%	20%	10%	19%	11%	37%
Tb PGK inh	0%	1%	-6%	i	-10%	-2%	-2%	2%

9: Cc1cccc(Nc2nc(N)c([N+](=O)[O-])c(N3CC(C)OC(C)C3)n2)c1 (stereo not given)
10: COc1cc(-c2nc(-c3ccc(NC(=O)c4ccc5c(c4)OCO5)cc3)no2)cc(OC)c1OC
11: CC1=CS/C(=C(/C#N)C(=O)NCc2ccco2)N1c1ccccc1
12: CCC(C)C1/C=C\CC(NC(=O)OCC2c3ccccc3-c3ccccc32)CC(=O)N1Cc1ccccc1 (stereo not given)
13: Cc1cccc(N2CCN(C(=O)c3cn4ccccc4n3)CC2C)c1 (stereo not given)
14: C=C[C@@](C)(O)CC[C@@H]1[C@@]2(C)CCCC(C)(C)[C@@H]2CC[C@@]1(C)O
15: CCOC(=O)Cn1c(C)c(Br)c(COC)c(C#N)c1=O
16: Cc1ccc(C2CN(CCC(N)=O)C(=O)CO2)cc1 (stereo not given)
Assay by compound	9	10	11	12	13	14	15	16
Pol eta inh	?	?	-19%	-18%	-21%	-14%	4%	-7%
APEX1 inh	-1%	-1%	0%	-12%	?	-3%&17%	13%	-24%
Pol iota inh	5%	?	-3%	-7%	40%[activator]	?	15%	?
Pol kappa inh	-19%	-13%	3%	-2%	-4%	-1%	-12%	-15%
RXFP1 antag	3	0	.	.	7	.	-15	.
Anesthetic bind	-17%	3%	-13%	.	-4%	-19%	-7%	.
BLM helicase inh	-9%	-7%	1%	.	-2%	-5%&3%	-3%	.
POLB inh	2%	?	35%	.	0%	-11%	29%	.
Tb PGK inh	-3%	-4%	-5%	-9%	-1%	i	7%	-1%

# From no. 1 to 6, as listed above:
1: CCC(Cc1ccccc1)NS(=O)(=O)c1c(C)nc2scc(C)n2c1=O (stereo not given)
2: C=CCc1cc(C)ccc1OCC(O)CN1CCN(c2ccccc2)CC1 (stereo not given)
3: CCNC(=S)NS(=O)(=O)c1ccc(CC)cc1
4: OCC1(CCOc2ccccc2)CCN(Cc2ccccc2C(F)(F)F)CC1
5: COc1ccc(Nc2nc(N)nc(CSC(=S)N3CCOCC3)n2)cc1
6: CCc1nc2ccccc2n1CCC(C)C
Assay by compound	1	2	3	4	5	6
Pol eta inh	-9%	-22%	-8%	-10%	-13%	-4%
APEX1 inh	72%[activator]	?	2%	20%	0%	4%
Pol iota inh	21%	3%	1%	-8%	6%	6%
Pol kappa inh	8%	-10%	-12%	-7%	-3%	-4%
RXFP1 antag	17	-7	-7	-5	2	6
Anesthetic bind	15%	-5%	-6%	?	-14%	-21%
BLM helicase inh	-2%	-2%	1%	-12%	-3%	-2%
POLB inh	3%	5%	45%	20%	10%	19%
Tb PGK inh	0%	1%	-6%	i	-10%	-2%

# Later entries
17: C#CCNC(=O)/C=C/c1ccc(C)cc1
18: COc1cccc(N/C(SCc2ccccc2C)=C(/C#N)C(=O)NCc2cccs2)c1
19: Cc1ccc(C(=O)N2CCN(C(=O)c3ccc(C)cc3)C2)cc1
20: O=C(Cn1cc([N+](=O)[O-])cn1)N1CCCc2ccccc21
21: CCCn1c(SC(C)C(=O)N2CCOCC2)nc2ccc(Br)cc2c1=O (stereo not given)
22: Cc1ccc(Cl)cc1NC(=O)COC(=O)CC(C)(C)C
23: CC(C)[C@H](NC(=O)c1ccc(Br)cc1)C(=O)NC1CCCCC1
24: COc1ccc(CSc2nnc(CNS(C)(=O)=O)o2)cc1
Assay by compound	17	18	19	20	21	22	23	24
Pol eta inh	-3%	-5%	-17%	-5%	-7%	-19%	-11%	-4%
APEX1 inh	0%	-5%	3%	-7%	-12%	-2%	-2%	-3%
Pol iota inh	12%	?	33%[activator]	25%	14%	131%[activator]	25%	28%
Pol kappa inh	4%	-14%	-4%	-8%	-9%	-7%	5%	-7%
RXFP1 antag	.	.	-2	2	-7	3	-8	-10
Anesthetic bind	2%	5%	-5%	-9%	.	?	.	-14%
BLM helicase inh	0%	-8%	1%	-1%	.	-7%	.	-2%
POLB inh	-7%	-25%	0%	-3%	.	5%	.	1%
Tb PGK inh	-1%	-2%	-9%	-2%	1%	-3%	i	.

25: Cc1noc(C)c1COc1cccc(C(=O)Nc2ccc(OCc3ccccc3)cc2)c1
26: N#Cc1c(NC(=O)c2ccc(Br)o2)n(-c2ccccc2)c2nc3ccccc3nc12
27: Cc1nnc(N2CCCC(C(=O)Nc3cccc(C(F)(F)F)c3)C2)c2nn(-c3ccccc3)c(C)c12 (stereo not given)
28: Cc1cccc(NC(=O)CSc2nnc(-c3ccncc3)n2C)c1
29: CCN1CCN(S(=O)(=O)CC2(C)C3CCC2(C)C(=O)C3Br)CC1 (stereo not given)
30: NNC(=O)COc1cccc2cccnc12
31: CCCCC1=NN(C(=O)c2ccco2)C(O)(C(F)(F)F)C1 (stereo not given)
32: CCCOc1ccc(N2C(=O)CC(N(CCc3ccc(S(N)(=O)=O)cc3)C(C)=O)C2=O)cc1 (stereo not given)
Assay by compound	25	26	27	28	29	30	31	32
Pol eta inh	-6%	35µM*	1%	4%	-14%	6%	-12%	-7%
APEX1 inh	-7%	-11%	.	2%	0%	0%	10%	-3%
Pol iota inh	4%	10µM*	5%	0%	128%[activator]	?	19%	25%
Pol kappa inh	-5%	-5%	-5%[60.1 µM]	-13%	-7%	-2%	4%	-12%
RXFP1 antag	-2	-5	?	11	-15	2	-4	1
Anesthetic bind	50%[activator]	77%[activator]	-12%	-8%	-3%	-3%	-14%	-10%
BLM helicase inh	-11%	?	-2%	0%	-4%	4%	-2%	0%
POLB inh	27%	-1%	?	7%	-16%	-24%	13%	22%
Tb PGK inh	5%	-6%	-10%	-4%	-4%	-2%	i	-5%

33: CCN(CC)CCNC(=O)C(=O)Nc1cc2c3c(c1)CCN3C(=O)CC2
34: CCOC(=O)c1cnc(N)nc1C(F)(F)F
35: COc1ccc(OC)c(C(=O)NC(CC(N)=O)c2ccc(NCCN3CCCC3)c([N+](=O)[O-])c2)c1 (stereo not given)
36: COc1ccc(CNC(=O)CCC(=O)Nc2ccc(Cl)cc2)cc1
37: O=C(c1ccco1)N1CCN(Cc2ccc(F)cc2Cl)CC1
38: Cc1cccc[n+]1C1C(c2ccccc2)C(C#N)=C(C(=C=[N-])C#N)NC1(O)C1CC1 (stereo not given)
39: CCOC(=O)c1ccc(S(=O)(=O)N2CCN(CC(O)COc3ccc(C#N)cc3)CC2)cc1 (stereo not given)
40: CCN(CC(=O)Nc1ccc(OC)cc1)C(=O)c1ccc(NS(=O)(=O)c2ccc(C(C)=O)cc2)cc1
41: CC1(C)Cc2c(cnn2-c2ccccc2)C(NC(=O)CCCN2CCCC2=O)C1 (stereo not given)
42: Cc1ccc(NCCNc2ccc(C)cc2)cc1
43: COc1ccc(CCNC(=O)C(=O)NCc2ccccc2)cc1OC
Assay by compound	33	34	35	36	37	38	39	40	41	42	43
Pol eta inh	-16%	-16%	-5%	-5%	0%	?	4%	1%	-13%	-10%	2%
APEX1 inh	-8%	-1%	6%	5%	51%[activator]	1%	-4%	2%	19%	4%	-6%
Pol iota inh	-3%	155%[activator]	33%	51%[activator]	82%[activator]	?	-4%	16%	6%	5%	-1%
Pol kappa inh	-19%	-4%	2%	10%	-3%	?	-15%	-11%	-5%	-3%	-11%
RXFP1 antag	3	9	.	-1	-1	21	0	-6	-9	-12	2
Anesthetic bind	1%	-7%	-11%	-12%	-12%	-6%	-9%	.	-5%	-15%	-9%
BLM helicase inh	-14%	-4%	1%	-4%	-11%	-9%	-2%	.	-4%	-6%	1%
POLB inh	23%	-3%	32%	15%	-8%	96%	?	.	48%	12%	3%
Tb PGK inh	2%	3%	1%	i	-3%	-15%	7%	-1%	8%	6%	-2%

# An excerpt. The share of hits here may be higher or lower than overall.
